Screens from PubChem BioAssay.
JMJD2E inh – inhibitors of human JMJD2E histone demethylase | hit rate 1.6% among 230,000 | JMJD2E catalytic domain, FDH-coupled NADH fluorescence (FDH is formaldehyde dehydrogenase) | AID 2147 | Potency, µM (series often up to 57.1 µM), inactives show top-dose activity change, negative = inhibition, usual class: inhibitors | B2RXH2; active = well fitted inhibition curve with a large enough effect, not every such curve was filed as active; inconclusive = small, poorly fitted or top-dose-only effect, or another doubt; inactive = no such curve, though single readings can be large or run the other way;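 note: 0% = wells with enzyme and -100% = buffer wells without enzyme; nearly all actives have a fitted effect of over 50% in size; many of its hits are not listed in these tables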
Target sequence (B2RXH2 1-337 limits assumed): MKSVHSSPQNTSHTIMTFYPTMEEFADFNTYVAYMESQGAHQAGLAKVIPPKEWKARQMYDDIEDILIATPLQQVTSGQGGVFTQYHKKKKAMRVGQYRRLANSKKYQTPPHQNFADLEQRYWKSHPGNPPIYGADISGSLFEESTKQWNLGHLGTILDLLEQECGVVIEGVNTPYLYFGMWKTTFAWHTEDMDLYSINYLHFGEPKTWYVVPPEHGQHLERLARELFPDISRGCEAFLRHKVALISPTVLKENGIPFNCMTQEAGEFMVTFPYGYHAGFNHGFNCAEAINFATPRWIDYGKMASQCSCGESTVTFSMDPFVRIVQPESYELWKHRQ
GAA inhib – blocks human lysosomal alpha-glucosidase; P10253; purified human GAA, 4-MU-alpha-glucoside fluorescence; Potency, µM (titrated, usually from 76.9 µM), inactives show top-dose activity change, negative = inhibition, hits mostly inhibitors; hit rate 0.005% among 200,000;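 note: plate controls were uninhibited enzyme wells for no effect and no-enzyme background for full effect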
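Fluorogenic assay: 4 nM human alpha-glucosidase with 400 uM 4-methylumbelliferyl-alpha-D-pyranoside in 50 mM citrate/phosphate, 0.005% Tween-20, pH 5.0, 20 min at room temperature. Compounds tested up to 77 uM; AC50 from Hill fits.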
SMN2 splice up – SMN2 splice variant enhancement; hit rate 2.8% among 210,000; HEK293 SMN2-luciferase splicing reporter, luminescence, 30-36 h; Potency, µM (highest dose often 46.1 µM), without a hit: top-dose activity change, positive = activation, hits mostly activators; note: % of control where 0% means no effect; nearly all actives have a fitted effect of over 55% in size
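HEK293 cells carry an SMN2 […]–luciferase reporter in which exon 7 inclusion puts luciferase in frame. Cells were plated 10-12 h before compound addition, then incubated 30-36 h at 37C. ONE-Glo luminescence was read; sodium butyrate at 4.5 mM final served as control.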
ALDH1A1 block – blocks purified human ALDH1A1 activity; P00352; Purified ALDH1A1, NADH fluorescence, propionaldehyde substrate; Potency, µM (titrated, usually from 75.3 µM), inactives show top-dose activity, negative = inhibition, hits mostly inhibitors; hit rate 7.3% among 220,000; AID 1030; active = well fitted inhibition curve with a large enough effect, not every such curve was filed as active; inconclusive = small, poorly fitted or top-dose-only effect, or another doubt; inactive = no such curve, though single readings can be large or run the other way;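 note: plate controls were no enzyme wells and a reference inhibitor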
GAA glycogen mod – inhibitors or activators of human alpha-glucosidase glycogen cleavage; P10253; AID 2100; Potency, µM (series often up to 76.4 µM), inactives show at the highest dose activity change, negative = inhibition, most hits filed as inhibitors; recombinant GAA, glycogen substrate, Amplex Red glucose oxidase fluorescence; hit rate 0.38% among 300,000;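 note: 0% = full enzyme reaction and -100% = no-enzyme basal signal; the screen sought inhibitors and activators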
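qHTS, 1536-well; enzyme 4 nM final; cpd up to 77 uM; substrate bovine liver glycogen 30 ug; 50 mM citrate/phosphate pH 5.0, 0.01% Tween-20; 37 C, 40 min; Amplex Red detection 45 min RT; Hill fit → AC50.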
GLA spleen mod – inhibits or activates alpha-galactosidase in human spleen homogenate; P06280; human spleen homogenate, 4MU-alpha-Gal fluorescence, 40 min; Potency, µM (highest dose often 80 µM), inactives show top-dose activity change, negative = inhibition, actives largely listed as inhibitors; hit rate 0.008% among 240,000;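 note: 0% = enzyme with vehicle and -100% = no enzyme basal signal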
Target sequence (P06280 32-429 limits assumed): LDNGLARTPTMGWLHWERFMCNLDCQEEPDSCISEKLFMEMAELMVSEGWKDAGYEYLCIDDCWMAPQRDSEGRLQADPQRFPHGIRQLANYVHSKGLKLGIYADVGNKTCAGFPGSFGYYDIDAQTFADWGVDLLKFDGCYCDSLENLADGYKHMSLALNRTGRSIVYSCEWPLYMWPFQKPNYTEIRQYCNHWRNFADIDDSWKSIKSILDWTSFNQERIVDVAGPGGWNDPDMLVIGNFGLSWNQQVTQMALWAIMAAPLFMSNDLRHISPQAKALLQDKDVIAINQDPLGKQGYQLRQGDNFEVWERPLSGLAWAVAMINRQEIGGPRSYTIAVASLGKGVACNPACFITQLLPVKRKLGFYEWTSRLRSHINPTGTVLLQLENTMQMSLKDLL
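Inhibition or activation of alpha-galactosidase in human spleen homogenate is scored by 4-MU fluorescence after 40 min at 37C, pH 5.0, with 1 mM substrate. AC50s come from concentration-response fitted to the Hill equation.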
aGlu spleen mod – inhibitors or activators of human alpha-glucosidase in spleen homogenate; P10253; human spleen homogenate, 4-MU-alpha-glucoside fluorescence; Potency, µM (titrated, usually from 79.9 µM), for the others: at the highest dose activity change, negative = inhibition, actives largely listed as inhibitors; hit rate 0.006% among 240,000; AID 2112;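 note: 0% = enzyme with vehicle and -100% = no enzyme basal signal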
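Compounds were titrated against alpha-glucosidase in spleen homogenate at pH 5.0, with 1 mM 4-methylumbelliferyl substrate for 40 min at 37 C. Reactions were quenched with pH 10 NaOH/glycine and fluorescence measured.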
RGS12 GoLoco inh – inhibitors of human Gai1-RGS12 GoLoco interaction (red fluorophore) | P63096 | Gai1:RGS12 GoLoco peptide FP, rhodamine, 10 min | Potency, µM (doses to about 61.6 µM), for the others: top-dose activity, negative = inhibition, hits mostly inhibitors | hit rate 0.44% among 230,000; active = well fitted inhibition curve with a large enough effect, not every such curve was filed as active; inactive = no such curve, though single readings can be large or run the other way; note: % is set by controls: 0 for no effect and ±100 for the full control effect; nearly all actives have a fitted effect of over 30% in size; many of its hits are not listed in these tables
* hit, by the source's call; ? = inconclusive; nt = not tested or not shown; [ ] = dose if it differs, or a comment. Unless noted, calls come from the whole dose curve; as a rule, active = well fitted curve in the direction sought with a large enough effect; inconclusive = small, poorly fitted or top-dose-only effect, or another doubt; inactive = no such curve, though single readings can be large; an effect the other way counts as inactive or inconclusive. Potency is the fitted concentration of half-maximal effect.

JMJD2E inh | GAA inhib | SMN2 splice up | ALDH1A1 block | GAA glycogen mod | GLA spleen mod | aGlu spleen mod | RGS12 GoLoco inh | Molecule
4% | 1% | 3% | 1% | 4% | 2% | -11% | 16µM* | CSC1=NC2C(N1)N(C)C(=O)N2C (stereo not given)
-4% | -1% | -52% | 0.63µM* | -3% | -6% | 1% | 7% | Cc1ccc(N2C(=O)C3C4C=CC(CNC(=S)N5CCN(c6ccccc6)CC5)(O4)C3C2=O)cc1 (stereo not given)
0% | 3% | nt | 5% | -4% | 4% | -14% | 5% | CC(=O)N[C@@H](Cc1ccc(OC(F)(F)F)cc1)C(=O)O
0% | -1% | -60% | 4% | -12% | -1% | 0% | 25% | CCOCCN1CCN(c2c(CC)c(C)nc3cc(-c4cc(OC)cc(OC)c4)nn23)CC1
4% | -3% | nt | -7% | 17% | -19% | -2% | 9% | Cn1c(SCC(N)=O)nnc1-c1ccc(C(C)(C)C)cc1
5% | -3% | -4% | -8% | 9% | -1% | -1% | 5% | CCCc1ccccc1OCCNC(C)=O
1% | 1% | nt | ? | -3% | 4% | -2% | 5% | CCn1c(SCC(=O)N2CCN(c3ccccc3)CC2)nnc1-c1cc2cc(Cl)ccc2o1
5% | 0% | -38%[inhibitor] | 12% | 0% | -2% | -1% | 16% | CN1CCN(C(=S)Nc2ccc(Cl)cc2Cl)CC1
5% | nt | nt | nt | 9% | -2% | -7% | 5% | Clc1ccc(N=C2SCCS2)cc1
8% | -5% | -8% | -6% | -4% | -13% | -6% | 10% | CC1/C(=N/O)CC(c2ccco2)NC1c1ccco1 (stereo not given)
9% | 10% | 3% | -6% | 12% | 2% | 2% | 9% | O=C(Cc1ccc(F)cc1)Nc1nnc(SCC(=O)NC2CCCC2)s1
-6% | nt | nt | nt | 3% | -10% | -6% | 9% | O=C(NCCC1=CCCCC1)C1CCC(CNc2c(N3CCCCC3)c(=O)c2=O)CC1 (stereo not given)
2% | -8% | 8% | 2% | 1% | 3% | 5% | 0% | COC(=O)C1CCN(C(=O)COC(=O)[C@@H]2CC(O)CN2S(=O)(=O)c2ccc3c(c2)OCCO3)CC1 (stereo not given in full)
-4% | 11% | 6% | 3% | -14% | 3% | -14% | 8% | CC(C)[C@H](NC(=O)c1ccco1)C(=O)NC12CC3CC(CC(C3)C1)C2
6% | ? | nt | 8% | -10% | 5% | 0% | nt | COc1ccccc1-c1nnc(SC(C(=O)c2c[nH]c3ccccc23)c2ccccc2)n1C (stereo not given)
-4% | 0% | -1% | 22µM* | -23% | 9% | 5% | 0% | CC1=C(C)NC(=S)SC1
-25% | -2% | nt | 0% | 6% | 4% | 4% | 0% | O=S(=O)(Nc1nc2ccccc2nc1Cl)c1ccc2c(c1)OCCO2
4% | -4% | nt | 22µM* | 3% | -2% | 0% | 4% | COC(=O)c1ccc(NC(=O)CNc2ccccc2)cc1
-2% | -4% | 0.5µM* | 6% | -2% | 0% | -7% | 12% | CCOc1ccc(C(=O)Nc2cccc(C(=O)O)c2C)cc1Cl
? | 3% | nt | 3% | -1% | 6% | 0% | nt | CCOc1ccc(C(=O)c2cc([N+](=O)[O-])ccc2Cl)cc1

(cont.)
JMJD2E inh | GAA inhib | SMN2 splice up | ALDH1A1 block | GAA glycogen mod | GLA spleen mod | aGlu spleen mod | RGS12 GoLoco inh | Molecule
9% | -5% | -65%[inhibitor] | ? | -6% | 0% | -4% | -2% | CCOC(=O)c1ccccc1NS(=O)(=O)c1ccc(OC)cc1
1% | 3% | 7% | ? | -16% | 3% | 1% | -6% | O=C1CC(c2ccco2)=Nc2ccccc2N1
2% | 2% | 0.63µM* | ? | -2% | 9% | -3% | 2% | CC(C)Nc1ncnc2c1cnn2-c1ccccc1
-11% | 1% | nt | -4% | 14% | -4% | 0% | 3% | CC(C)N1CCC(N2CCN(CCCn3cccn3)CC2CCO)CC1 (stereo not given)
-2% | -3% | nt | -3% | ? | -4% | 6% | 7% | CCC(=O)Oc1ccc2c(C)cc(=O)oc2c1C(=O)CC
-3% | nt | nt | nt | 4% | -8% | 1% | 6% | O=C1Nc2ccccc2C1Cc1ccccc1 (stereo not given)
-2% | ? | -15% | 32µM* | 2% | -10% | -5% | 2% | COc1cccc(/C=C2\N=C(SC)SC2=O)c1OC
-24% | -10% | ? | -7% | -9% | 6% | 1% | 0% | COc1cc2cccc(OC)c(=O)c2c(OC)c1OC
3% | -2% | -4% | -3% | 10% | 9% | 4% | -7% | COc1ccc(CS(=O)c2nc(C)cc(C)c2S(C)(=O)=O)cc1 (stereo not given)
-5% | -3% | 3% | 11% | 5% | -8% | -2% | -3% | CCOC(=O)c1ccc(CNC(=O)Cn2nnc(-c3ccccc3)n2)o1
-4% | nt | nt | nt | 7% | -1% | -1% | 3% | CC1=C(O)C(=O)OC1c1c(Cl)cccc1Cl (stereo not given)
2% | nt | nt | 6% | nt | 1% | -6% | 3% | CC(=O)Oc1ccc(/C=C/C(=O)CC2OC(Oc3cc(OC(C)=O)c4c(c3)O[C@@H](c3ccc(OC(C)=O)cc3)CC4=O)C(OC(C)=O)C(OC(C)=O)C2OC(C)=O)cc1 (stereo not given in full)
1% | -12% | ? | 11µM* | 1% | -3% | 1% | 1% | O=C(O)c1ccc(C(=O)c2ccc3c(c2)C(=O)N(Cc2ccco2)C3=O)cc1
1% | 5% | -4% | ? | 2% | 2% | 2% | 5% | O=C(NC(=S)Nc1ccc(N2CCOCC2)cc1)c1ccc(Cl)cc1
0% | ? | 10% | ? | -4% | -8% | -13% | -2% | O=c1oc(-c2cccc(S(=O)(=O)N3CCOCC3)c2)nc2ccccc12
-6% | ? | -15% | ? | -1% | 1% | -18% | 6% | O=S(=O)(NCCc1ccccc1F)c1cccc(S(=O)(=O)N2CCOCC2)c1
-1% | 2% | -7% | ? | 4% | -14% | -1% | 1% | CC(=O)c1cccc(NC(=O)CN2C(=O)C3C4C=CC(C4)C3C2=O)c1 (stereo not given)
-6% | -4% | 7% | -15% | 7% | -2% | -6% | -1% | CC[C@H](C)C1NC(=O)[C@H](CC(=O)O)NC(=O)c2cc([N+](=O)[O-])cc(I)c2NCCC(C(N)=O)NC1=O (stereo not given in full)
-3% | 3% | -4% | 9% | -3% | 6% | -10% | 4% | N/C(Cc1ccc(Cl)cc1Cl)=N\OC(=O)c1ccccc1
2% | 3% | 9% | ? | -3% | 4% | 1% | 9% | C=CCn1c(=O)n(C(=O)OCC)c2cc(Br)ccc21

Going on with the list:
JMJD2E inh | GAA inhib | SMN2 splice up | ALDH1A1 block | GAA glycogen mod | GLA spleen mod | aGlu spleen mod | RGS12 GoLoco inh | Molecule
5% | ? | -13% | 3% | 9% | 4% | -4% | 7% | O=C(CCCn1c(=S)[nH]c2cc3c(cc2c1=O)OCO3)N1CCN(c2ncccn2)CC1
-8% | -7%[15.4 µM] | nt | 1% | 3% | 1% | -1% | 4% | CC1=NN(c2ccccc2)C(=O)/C1=C/c1cn(C)c2ccccc12
0% | -4% | -24% | 3% | -8% | -5% | -2% | -9% | Cc1ccc(Cn2nnc3c(=O)n(CC(=O)N4CCCCC4)cnc32)cc1
2% | 10% | -26% | 0% | -25% | 4% | 4% | 13% | COc1ccc(C(C)NC(=O)c2ccc(Br)cc2)cc1OC (stereo not given)
1% | -6% | ? | 4% | 3% | -6% | 6% | -2% | CCCCCCOC(=O)NCC(O)c1ccccc1 (stereo not given)
-3% | 5% | -19% | 5% | 11% | 18% | -14% | 7% | CCC(C)N=CC1=C(O)C(C(=O)OC)C(C)(C)CC1=O (stereo not given)
-1% | 1% | 6% | -9% | 4% | -17% | -2% | 7% | CC(C)C(OC(=O)c1ccco1)C(=O)NCc1ccco1 (stereo not given)
-21% | -4% | 6% | ? | -4% | -4% | -5% | 4% | CCOc1ccc(S(=O)(=O)Nc2ccc(Cl)cn2)c(C)c1C
0% | ? | 11% | 12% | 8% | 6% | 2% | 3% | Cn1c(=O)c2c(ncn2CC(=O)NCc2cccnc2)n(C)c1=O
6% | -1% | 13% | -8% | -15% | 0% | -5% | -3% | COc1ccc(CCNS(=O)(=O)c2ccccc2)cc1OC
0% | -1% | 16µM* | -6% | -4% | -16% | 3% | -17% | O=C(/C=C/c1ccco1)Nc1ccc(N2CCCC2)cc1
-2% | -4% | -3% | 6% | -4% | -1% | -2% | -2% | CCN1CCN(Cc2ccc(NC(=O)Nc3ccccc3)cc2)CC1
-1% | -1% | -13% | -1% | 10% | 1% | -2% | 9% | CCOC(=O)C1=C(C)N(c2ccc(Cl)cc2)C(=O)NC1c1cccc([N+](=O)[O-])c1 (stereo not given)
3% | 2%[15.4 µM] | nt | -8% | 2% | 9% | 3% | 4% | N#CC(=C=[N-])c1nc2ccccc2nc1-[n+]1cccc(NC(=O)c2ccc(F)cc2)c1
0% | -4% | 16% | 9% | 5% | -10% | -7% | 3% | Cc1onc(-c2ccccc2)c1C(=O)NCc1ccccn1
-1% | -4%[15.4 µM] | ? | -10% | 6% | -2% | -1% | 4% | O=C(c1cc(-c2ccccc2O)on1)N1CCCC1
-5% | -1% | 2% | ? | 0% | -2% | -20% | 8% | CCC(=O)N1CCN(c2cc(NCC3CCCO3)c(F)cc2[N+](=O)[O-])CC1 (stereo not given)

Only part of the results is shown; count on the stated rates, not on these rows.
